ELG1 DNA repair: inhibitors of ELG1-dependent DNA repair in HEK293T cells | HEK293T ELG1-luciferase reporter, luminescence, 16 h; DNA damage induced by 5-fluorouridine | Potency, µM (titrated, usually from 46.1 µM), for the others: top-dose activity change, negative = inhibition, usual class: inhibitors | 330,000 compounds, 2.3% hits; also: potency is read from the fitted curve at half-maximal effect; % is scaled to controls: 0 for no effect and ±100 for the full control effect; nearly all actives have a fitted effect of over 55% in size
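Cells (2,000 per well) received 5-fluorouridine plus test compound or DMSO and were incubated 16 hr at 37 °C, 5% CO2. Luciferase activity was read by luminescence 30 min after ONE-Glo addition; signal suppression marked inhibition of damage-induced ELG1 function.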
Mito fusion yeast: mitochondrial division inhibition or fusion activation | S. cerevisiae fusion-defective mutant growth rescue, CellTiterGlo 48 h | Potency, µM (top dose mostly 46.1 µM), without a hit: at the top dose growth rescue (activation), actives largely listed as activators | 320,000 compounds, 0.23% hits | AID 485298;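 also: potency is read from the fitted curve at half-maximal effect; % of control where 0% means no effect; nearly all actives have a fitted effect of over 45% in size; temperature-sensitive fusion mutants such as fzo1-1 at 37 °C on non-fermentable ethanol glycerol medium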
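Compounds are tested for their ability to restore growth of mitochondrial fusion-defective yeast strains at non-permissive 37C in YPEG medium over 48 hours. Viability is quantified by luciferase luminescence.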
KCNH2 3.1 inh: KCNH2 3.1 (human) potassium channel inhibition; activity change, % (tested at about 1.8 µM); AID 720553; U2OS KCNH2 3.1, thallium flux FluxOr; hits give low values; 340,000 compounds, 0.95% hits;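 active = maximum activity change below -70%; inconclusive = maximum activity change from -70% to -50%; inactive = maximum activity change above -50%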;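 also: thallium influx rate constant from kinetic fluorescence after stimulation buffer; % is scaled to controls: 0 for no effect and ±100 for the full control effect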
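U2OS cells transduced with KCNH2 3.1 mutant virus (1.77 x 10^8 /mL, 4 h), plated overnight at 37 C, loaded 45 min with FluxOr dye plus Red40 quencher. Thallium flux rate constant from kinetic reads after stimulation buffer, normalised to controls.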
Menin-MLL TR inh: menin-MLL binding inhibition, Texas Red mutant peptide | O00255 | Menin + Texas Red MLL mutant peptide, fluorescence polarization | Potency, µM (titrated, usually from 61.6 µM), for inactives: top-dose FP activity change, negative = inhibition, usual class: inhibitors | 270,000 compounds, 0.23% hits; active = well fitted inhibition curve with a large enough effect in the polarisation, with a control signal flat, not every such curve was filed as active; inconclusive = small, poorly fitted or top-dose-only effect, or effect the other way, or a change in a side signal; inactive = no such curve, though single readings can be large or run the other way; the % refers to the polarisation; also: potency is read from the fitted curve at half-maximal effect; % of control where 0% means no effect; many of its hits are not listed in these tables
PKM2 activator: activators of human pyruvate kinase M2; P14618; purified PKM2, Kinase-Glo ATP luminescence, activation; response scale: 0% is enzyme alone, no compound; Potency, µM (top dose mostly 57.5 µM), for inactives: at the top dose activation, actives largely listed as activators; 260,000 compounds, 0.34% hits; also: potency is read from the fitted curve at half-maximal effect; % is scaled to controls: 0 for no effect and ±100 for the full control effect; nearly all actives have a fitted effect of over 55% in size
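Purified hPK-M2 (>95% pure) converted ADP (0.1 mM final) to ATP with 0.5 mM PEP in 50 mM imidazole pH7.2, KCl, MgCl2, Tween 20, BSA; 1 h at room temperature. ATP detected by Kinase-Glo luminescence.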
NPC1 promoter act: NPC1 promoter activation | Huh7 NPC1 promoter luciferase reporter, 24 h | Potency, µM (highest dose often 9.22 µM), for the others: top-dose activation, usual class: activators | 320,000 compounds, 2.4% hits;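 also: potency is read from the fitted curve at half-maximal effect; % of control where 0% means no effect; nearly all actives have a fitted effect of over 60% in size; reporter is driven by a mutant NPC1 promoter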
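Stably transfected Huh7 (NPC1 promoter→luciferase), 1500 cells/well in Opti-MEM + 10% FBS, 2 h settle, then compound 24 h at 37 °C. Luminescence after 10 min with Amplite reagent.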
Rab9 prom act: activators of Rab9 promoter; Huh7 Rab9 promoter-luciferase reporter, luminescence, 24 h; Potency, µM (highest dose often 9.22 µM), for the others: at the highest dose activation, negative = inhibition, most hits filed as activators; 320,000 compounds, 2.8% hits; AID 485297; also: potency is read from the fitted curve at half-maximal effect; % of control where 0% means no effect; nearly all actives have a fitted effect of over 60% in size
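Cells were plated at 1500 per well in reduced-serum medium with 10% FBS and left 2 h. Compound in DMSO was then added for 24 h at 37 °C. Reporter signal was read by luminescence after 10 min with luciferase detection reagent.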
RORg inh: blocks mouse ROR gamma transcriptional activity. Drosophila S2 Gal4-RORgamma UAS-luciferase reporter, 20 h. P51450. Potency, µM (highest dose often 53.6 µM), without a hit: at the highest dose activity change, negative = inhibition, usual class: inhibitors. 310,000 compounds, 5.4% hits; also: potency is read from the fitted curve at half-maximal effect; % is scaled to controls: 0 for no effect and ±100 for the full control effect; nearly all actives have a fitted effect of over 60% in size
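Drosophila S2 cells stably expressing Gal4-DBD/mouse RORγ fusion under metallothionein promoter plus UAS-luciferase; compound 1 h, then 700 uM CuSO4 induction for 20 h at ambient temperature; inhibition read as reduced luminescence.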
MBNL1-CUG inh: blocks human MBNL1 binding to CUG repeat RNA; Q9NR56; Potency, µM (series often up to 57.5 µM), without a hit: at the top dose activity change, negative = inhibition, most hits filed as inhibitors; 280,000 compounds, 0.036% hits; TR-FRET MBNL1-His/biotin-(CUG)12 binding, 665/545 ratio; AID 2675; active = well fitted inhibition curve with a large enough effect in the signal ratio, with a control signal flat, not every such curve was filed as active; inconclusive = small, poorly fitted or top-dose-only effect, or effect the other way, or a change in a side signal; inactive = no such curve, though single readings can be large or run the other way; the % refers to the signal ratio; also: potency is read from the fitted curve at half-maximal effect; % is scaled to controls: 0 for no effect and ±100 for the full control effect
Target sequence (Q9NR56 whole entry, looked up): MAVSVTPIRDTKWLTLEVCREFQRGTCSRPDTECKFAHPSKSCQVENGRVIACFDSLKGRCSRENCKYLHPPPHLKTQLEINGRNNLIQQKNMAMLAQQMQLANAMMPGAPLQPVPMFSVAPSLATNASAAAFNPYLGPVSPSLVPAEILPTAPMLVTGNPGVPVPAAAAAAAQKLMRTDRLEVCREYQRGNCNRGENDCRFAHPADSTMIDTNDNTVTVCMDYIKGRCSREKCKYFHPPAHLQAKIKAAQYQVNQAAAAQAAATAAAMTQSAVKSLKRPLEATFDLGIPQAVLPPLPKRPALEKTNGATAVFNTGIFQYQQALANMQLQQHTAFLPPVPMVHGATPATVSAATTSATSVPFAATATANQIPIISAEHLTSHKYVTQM
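Compound titration spanned 92 nM–58 uM against the MBNL1-His/biotin-(CUG)12 complex. After 60 min at room temperature with 5 nM streptavidin-XL665 and 0.055 ng/ul terbium anti-His, ratiometric 665/545 nm emission (Ex 340 nm) normalized to controls.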
Gal4-VP16 FLuc: inhibits Gal4-VP16 luciferase reporter, ROR gamma counter-screen | 310,000 compounds, 3.5% hits | Drosophila S2 Gal4-VP16 UAS-luciferase, luminescence, 20 h | Potency, µM (doses to about 53.6 µM), without a hit: at the top dose activity, negative = inhibition, usual class: inhibitors;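 also: Gal4-VP16 expression switched on by copper sulfate through the metallothionein promoter; potency is read from the fitted curve at half-maximal effect; % is scaled to controls: 0 for no effect and ±100 for the full control effect; nearly all actives have a fitted effect of over 50% in size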
FLuc modulator: inhibits or activates purified firefly luciferase, miR-21 counter-screen; P08659; purified FLuc, Km substrates, luminescence inhibition; 360,000 compounds, 6.9% hits; Potency, µM (series often up to 57.5 µM), inactives show at the top dose activity change, negative = inhibition, usual class: inhibitors;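 also: potency is read from the fitted curve at half-maximal effect; plate controls were vehicle for no effect and reference inhibitor for full effect; nearly all actives have a fitted effect of over 55% in size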
Target sequence (P08659 whole entry, looked up): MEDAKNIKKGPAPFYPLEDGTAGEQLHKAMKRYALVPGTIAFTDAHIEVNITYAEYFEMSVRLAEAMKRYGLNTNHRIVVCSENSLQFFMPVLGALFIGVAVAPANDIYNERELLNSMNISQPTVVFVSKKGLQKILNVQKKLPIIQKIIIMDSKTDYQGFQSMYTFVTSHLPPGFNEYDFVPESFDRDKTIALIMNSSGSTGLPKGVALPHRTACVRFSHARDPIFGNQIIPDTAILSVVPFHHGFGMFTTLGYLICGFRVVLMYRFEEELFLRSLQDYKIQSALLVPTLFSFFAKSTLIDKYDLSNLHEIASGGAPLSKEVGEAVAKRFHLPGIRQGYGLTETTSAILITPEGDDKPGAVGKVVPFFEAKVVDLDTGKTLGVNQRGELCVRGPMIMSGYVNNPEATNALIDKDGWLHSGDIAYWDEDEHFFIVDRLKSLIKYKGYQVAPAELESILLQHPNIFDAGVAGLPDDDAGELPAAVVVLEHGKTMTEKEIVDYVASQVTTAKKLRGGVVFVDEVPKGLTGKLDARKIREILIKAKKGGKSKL
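Purified P. pyralis luciferase, 10 nM final, with Km-level 10 uM D-luciferin and 10 uM ATP in 50 mM Tris acetate pH 7.5, 10 mM Mg acetate, 0.01% Tween-20, 0.05% BSA; 6-point qHTS titration about 60 µM downward; luminescence read.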
Numbers without * were called inactive; ? = inconclusive; . = no result given; [ ] = dose if it differs, or a comment. Unless noted, calls follow the shape of the dose curve; as a rule, active = well fitted curve in the direction sought with a large enough effect; inconclusive = small, poorly fitted or top-dose-only effect, or another doubt; inactive = no such curve, though single readings can be large; an effect the other way counts as inactive or inconclusive. Only part of the results is shown; the hit share may differ from the screen's.

SMILES | ELG1 DNA repair | Mito fusion yeast | KCNH2 3.1 inh | Menin-MLL TR inh | PKM2 activator | NPC1 promoter act | Rab9 prom act | RORg inh | MBNL1-CUG inh | Gal4-VP16 FLuc | FLuc modulator
CCC(CC)C(=O)c1c[nH]c(C(=O)NC2CCCCCC2)c1 | 2% | 5% | 12 | . | 0% | 1% | -1% | 44% | -3% | -1% | 3%
Cc1ccc(S(=O)(=O)c2c(C)c(C)c(C)[nH]c2=O)cc1 | 13% | -2% | 7 | -18% | . | 3% | -3%[1.84 µM] | -9% | 13% | -10% | -1%
COc1cc2c(cc1OC)C(c1cccc([N+](=O)[O-])c1)N(C(=O)c1ccc(F)cc1)CC2 (stereo not given) | ? | 1% | -2 | -24% | 0% | -3% | 2% | 23% | 14% | -1% | 1%
CCC(C)N(C(=O)COC(=O)CNC(=O)c1sc2ccccc2c1Cl)C1CCS(=O)(=O)C1 (stereo not given) | ? | 0% | -1 | -2% | -3% | 6% | -2% | ? | ? | -15% | 21µM*
CC(C)CCN(C)c1ccc(/C=N/n2cnnc2)cc1 | 4% | 0% | 8 | -15% | 1% | -2% | -2% | -14% | 19% | 0% | ?
Oc1ccc(C[C@@H]2CNCCN2CCc2cc(C(F)(F)F)cc(C(F)(F)F)c2)cc1 | 13% | -12% | ? | . | . | -7% | 2% | . | . | . | -1%
CCC(C)Oc1cccc(OCCCCN2C(=O)NC(C)(C)C2=O)c1 (stereo not given) | 1% | -5% | -11 | -6% | 10% | -4% | -6% | ? | 1% | -6% | -18%
CC(=O)Nc1ccc(S(=O)(=O)NC(C)C(=O)OCCOc2ccc(F)cc2)cc1 (stereo not given) | 7% | -3% | 15 | . | . | 1% | -3% | . | . | . | -1%
CN1C(=O)/C(=C\C(=O)c2cccs2)c2ccccc21 | ? | 2% | -48 | -5% | 1% | 4% | -10% | 5.6µM* | -5% | 13µM* | 19µM*
Cc1ccc(C)c(N2CCN(C(=O)CCC(=O)N3CCOc4ccc(Cl)cc43)CC2)c1 | -18% | 18% | 11 | -4% | 2% | -11% | 0% | ? | -2% | -7% | 5%
O=C(COc1coc(CN2CCN(c3ccccc3)CC2)cc1=O)Nc1ccccc1F | -4% | -1% | 4 | . | . | 0% | -3% | . | . | . | 0%
Nc1ccc(C(=O)Nc2nccs2)cc1 | ? | 21% | 8 | 0% | -15% | ? | 4µM* | -30% | -11% | -3% | ?
CS(=O)c1ccccc1-c1nc(-c2cccc(Cl)c2)no1 (stereo not given) | -2% | -6% | -5 | ? | -1% | 16% | 5% | -17% | 6% | -2% | ?
COc1cc(/C=N/NC(=O)c2cc(C)n(-c3ccc(F)cc3)c2C)cc(OC)c1O | ? | 19% | -3 | -1% | 14% | 7% | -3% | -15% | 10% | 7% | 15µM*
CCOC(=O)C(=CNNc1ccccc1)C(=O)OCC | 6.5µM* | -2% | 8 | . | 6% | -5% | -5% | 12% | -7% | 10% | 1%
CC/C(=N\NC(=O)c1cc(C2CC2)[nH]n1)c1ccccc1 | ? | -1% | -1 | -2% | -9% | 3.5µM* | ? | -6% | -2% | ? | 13µM*
COc1cccc(N2CCN(Cc3nnnn3C3CCCCC3)CC2)c1 | 3% | 6% | -11 | ? | -3% | -2% | -15% | 1% | -7% | -13% | 1%
COc1ccc(NC(=S)N2CCC(c3nc4ccccc4[nH]3)CC2)c(OC)c1 | 11% | 3% | -10 | -2% | 1% | -4% | -3% | -18% | ? | ? | 8%
CC(=O)Nc1ccc(S(=O)(=O)NCCSCc2c(Cl)cccc2Cl)cc1 | 23µM* | 1% | 0 | 27% | -2% | 0% | -2% | ? | -5% | -28% | 0%
CCCn1c(SCC(=O)c2c(N)n(C3CC3)c(=O)[nH]c2=O)nc2cc(S(N)(=O)=O)ccc21 | ? | -2% | -7 | . | . | -1% | -4% | . | . | . | -2%

Brought forward from above: four entries; new compounds follow.
SMILES | ELG1 DNA repair | Mito fusion yeast | KCNH2 3.1 inh | Menin-MLL TR inh | PKM2 activator | NPC1 promoter act | Rab9 prom act | RORg inh | MBNL1-CUG inh | Gal4-VP16 FLuc | FLuc modulator
COc1cccc(N2CCN(Cc3nnnn3C3CCCCC3)CC2)c1 | 3% | 6% | -11 | ? | -3% | -2% | -15% | 1% | -7% | -13% | 1%
COc1ccc(NC(=S)N2CCC(c3nc4ccccc4[nH]3)CC2)c(OC)c1 | 11% | 3% | -10 | -2% | 1% | -4% | -3% | -18% | ? | ? | 8%
CC(=O)Nc1ccc(S(=O)(=O)NCCSCc2c(Cl)cccc2Cl)cc1 | 23µM* | 1% | 0 | 27% | -2% | 0% | -2% | ? | -5% | -28% | 0%
CCCn1c(SCC(=O)c2c(N)n(C3CC3)c(=O)[nH]c2=O)nc2cc(S(N)(=O)=O)ccc21 | ? | -2% | -7 | . | . | -1% | -4% | . | . | . | -2%
CC1CCCN(C(=O)CN2C(=O)C(C)Oc3ccccc32)C1 (stereo not given) | 2% | 3% | -1 | -2% | 4% | -2% | -4% | -11% | 1% | -11% | 1%
COCCNC(=O)CCCn1c(=O)c2cc(OC)c(OC)cc2n(CC(=O)Nc2ccc(C)c(F)c2)c1=O | -2% | 1% | -15 | 0% | -3% | 0% | 0% | -7% | -1% | 3% | 2%
COc1cc(NC(=O)c2cc(CC(C)C)on2)c(OC)cc1Cl | ? | 17% | 3 | -9% | -2% | 12% | -3% | 21% | 3% | 1% | 0%
NC(=O)NC(=O)COC(=O)[C@H](Cc1ccccc1)NC(=O)c1cccs1 | -4% | -1% | 18 | 3% | -3% | 2% | -2% | 3% | -13% | 3% | 5%
Cc1ccc(C)c(-c2nc3ccc(N)cc3[nH]2)c1 | ? | 7% | 3 | 1% | 1% | -3% | -1% | 35% | 9% | 7% | ?
O=C(NCCC(=O)N1CCN(c2ncccn2)CC1)c1ccccc1 | 11% | -4% | 12 | 0% | 3% | -1% | -2% | 30% | -19% | 16% | -1%[2.3 µM]
Cc1ccc(-c2n[nH]c3c2C(c2ccccc2)N(c2ccc(C(=O)O)cc2)C3=O)cc1 (stereo not given) | 1% | 0% | 14 | . | 1% | -1% | -2% | 10% | -4% | -12% | ?
O=C(NCCc1nc(-c2ccc(F)cc2)no1)c1ccc(F)cc1 | ? | 13% | -1 | . | . | 3% | 5% | . | . | . | -2%
CC(/C=C(\NC(=O)c1ccccc1)C(=O)N=Nc1c(O)[nH]c2ccc(C)cc12)=C\c1ccccc1 | ? | 3% | -6 | 10% | -5% | -2% | 19% | ? | 4% | -1% | 3%
COc1cccc(C(=O)NCC(=O)N/N=C/c2ccc(OC(=O)c3cccs3)c(OC)c2)c1 | 14% | -9% | -3 | 22% | 4% | -2% | -5% | -1% | . | -4% | ?
CCOC(=O)CSC1=C(C#N)C(c2ccc(C)cc2)C2=C(CCCC2=O)N1 (stereo not given) | 16% | 4% | 6 | -10% | -1% | 0% | 1% | 1% | ? | 3% | 0%
N#C/C(=C\c1ccc[nH]1)Sc1nc2ccccc2s1 | 10% | ? | 17 | ? | 19% | 3% | 4% | 42% | 22% | 1% | -10%
COc1ccc(C2CC(c3ccccc3)=NN2c2ccc(N)cc2)cc1 (stereo not given) | -22% | ? | -9 | ? | 2% | -5% | 4% | -17% | -14%[11.5 µM] | 0% | 9.5µM*
COc1cc(C(=O)NC(=S)Nc2ccc3[nH]c(=O)[nH]c3c2)cc(OC)c1OC | -4% | 1% | 12 | -5% | . | -2% | -1% | -22% | 4% | 5% | 4%

Compound activity from PubChem.
